Screening results as filed in PubChem BioAssay.
SNCA expr inh: reduces expression of the alpha-synuclein gene; HEK-293 SNCA-luciferase knock-in, luminescence, 24 h; Potency, µM (highest dose often 57.2 µM), without a hit: at the highest dose activity change, negative = inhibition, most hits filed as inhibitors; 140,000 compounds, 0.17% hits;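 note: potency is the fitted concentration of half-maximal effect; plate controls were DMSO cells for no effect and cell-free wells for full effect; nearly all actives have a fitted effect of over 45% in size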
GPT2 inhibitor: blocks human glutamate pyruvate transaminase 2 | Q8TD30 | Recombinant GPT2, coupled pyruvate oxidase/HRP Amplex Red fluorescence | Potency, µM (highest dose often 57.7 µM), for inactives: top-dose activity change, negative = inhibition, most hits filed as inhibitors | 100,000 compounds, 0.25% hits; note: potency is the fitted concentration of half-maximal effect; nearly all actives have a fitted effect of over 60% in size; many of its hits are not listed in these tables
Target sequence (Q8TD30 whole entry, looked up): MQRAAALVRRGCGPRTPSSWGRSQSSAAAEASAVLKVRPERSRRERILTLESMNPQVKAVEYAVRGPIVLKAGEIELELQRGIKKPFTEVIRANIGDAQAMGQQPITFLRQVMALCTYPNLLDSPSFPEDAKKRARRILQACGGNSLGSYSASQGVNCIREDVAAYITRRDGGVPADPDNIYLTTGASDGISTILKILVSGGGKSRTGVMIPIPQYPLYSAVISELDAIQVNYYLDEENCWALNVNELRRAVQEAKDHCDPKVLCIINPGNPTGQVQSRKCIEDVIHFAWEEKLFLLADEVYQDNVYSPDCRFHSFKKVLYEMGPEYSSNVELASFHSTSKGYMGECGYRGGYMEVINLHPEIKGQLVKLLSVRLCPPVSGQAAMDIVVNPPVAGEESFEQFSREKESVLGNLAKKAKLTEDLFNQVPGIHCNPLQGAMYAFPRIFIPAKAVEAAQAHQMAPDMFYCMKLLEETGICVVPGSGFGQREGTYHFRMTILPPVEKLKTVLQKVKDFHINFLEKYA
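Recombinant GPT2 (10ng/uL) with 250uM a-KG and 2mM L-alanine, 30 min at room temperature, in HEPES pH 7.5 buffer. Pyruvate detected by pyruvate oxidase/HRP/Amplex Red fluorescence after 30 min in the dark; AOA (50uM) as positive control.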
SNCA viab count: cell viability loss counter-screen; HEK-293-SNCA-luc viability, GF-AFC fluorescence, 24 h; Potency, µM (series often up to 57.1 µM), without a hit: at the highest dose activity change, negative = cytotoxicity, actives largely listed as cytotoxic; 150,000 compounds, 0.12% hits;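 note: potency is the fitted concentration of half-maximal effect; 0% = DMSO-treated cells and -100% = medium-only wells without cells; nearly all actives have a fitted effect of over 30% in size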
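HEK-293-SNCA-luc cells (1500/well) plated 24 h, then exposed 24 h to a dilution series; GF-AFC added 30 min at 37C, fluorescence 405/540 nm; normalised to medium-only and DMSO wells, Hill fit.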
HEK cytotox: cytotoxic compounds in HEK 293 cells. Potency, µM (series often up to 115 µM), for the others: at the top dose activity change, negative = cytotoxicity, usual class: inhibitors. AID 1345083. HEK 293 viability, ATP luminescence (CellTiter-Glo), 48-72 h. 94,000 compounds, 6.6% hits; note: potency is the fitted concentration of half-maximal effect; nearly all actives have a fitted effect of over 60% in size
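CellTiter-Glo luminescence (cellular ATP) was read after 48 or 72 hr of compound exposure at 37 degree Celsius. Cells were HEK 293 plated at 250 cells/well.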
FLuc inh: inhibitors of firefly (Photinus pyralis) luciferase; P08659; purified P. pyralis luciferase, luminescence, biochemical; Potency, µM (doses to about 115 µM), for inactives: at the highest dose activity change, negative = inhibition, actives largely listed as inhibitors; 76,000 compounds, 2.5% hits; AID 1347043; note: potency is the fitted concentration of half-maximal effect; nearly all actives have a fitted effect of over 65% in size
Target sequence (P08659 whole entry, looked up): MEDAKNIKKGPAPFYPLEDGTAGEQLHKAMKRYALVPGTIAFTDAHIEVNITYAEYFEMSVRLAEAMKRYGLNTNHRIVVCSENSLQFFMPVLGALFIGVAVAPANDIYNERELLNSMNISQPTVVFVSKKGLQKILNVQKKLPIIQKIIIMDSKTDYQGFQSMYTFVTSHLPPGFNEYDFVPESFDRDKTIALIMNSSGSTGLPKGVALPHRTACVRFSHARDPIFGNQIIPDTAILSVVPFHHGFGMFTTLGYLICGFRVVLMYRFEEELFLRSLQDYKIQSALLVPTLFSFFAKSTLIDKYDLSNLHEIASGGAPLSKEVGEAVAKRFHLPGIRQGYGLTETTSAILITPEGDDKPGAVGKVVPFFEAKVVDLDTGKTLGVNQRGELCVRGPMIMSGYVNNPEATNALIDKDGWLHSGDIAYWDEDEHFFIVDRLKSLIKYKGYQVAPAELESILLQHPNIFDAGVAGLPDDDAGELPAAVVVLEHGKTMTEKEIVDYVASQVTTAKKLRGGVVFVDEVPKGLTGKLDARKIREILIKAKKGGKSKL
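Luminescence read by CCD imager after adding enzyme (10nM final) to wells holding compound, titrated in qHTS. Substrates 10uM each D-luciferin and ATP; buffer 50mM Tris acetate pH 7.5, 10mM Mg acetate, Tween-20, BSA.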
3T3 cytotox: kills NIH 3T3 cells; NIH 3T3 viability, CellTiter-Glo ATP luminescence, 48-72 h; Potency, µM (highest dose often 96.7 µM), inactives show at the highest dose activity change, negative = cytotoxicity, most hits filed as inhibitors; 94,000 compounds, 4.3% hits; AID 1345082; note: potency is the fitted concentration of half-maximal effect; nearly all actives have a fitted effect of over 55% in size
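First NIH 3T3 cells are plated at 400 cells/well; next compound is pinned in; then plates incubate 48 or 72 hr at 37 °C; finally CellTiter-Glo is added and luminescence read after 10 min.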
IP6K1 inhibitor: inhibitors of human IP6K1; Q92551; IP6K1 kinase, ADP-Glo luminescence, 2 h; active compounds read low; activity change, % (series mostly up to about 58 µM); 140,000 compounds, 0.81% hits; AID 1645851; in the data active = activity change below about -25%
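ADP-Glo luminescence measures ADP made by human IP6K1 during a 2 h RT reaction with ATP/IP6 (mix at 1.3 mM/130 uM); top library doses 57.5 and 19.1 uM final.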
The depositor's hits bear a star; i = inactive; ? = inconclusive; · = no result given; & = joins results of further samples; [ ] = dose if it differs, or a comment. Unless noted, calls come from the whole dose curve; as a rule, active = well fitted curve in the direction sought with a large enough effect; inconclusive = small, poorly fitted or top-dose-only effect, or another doubt; inactive = no such curve, though single readings can be large; an effect the other way counts as inactive or inconclusive. Unless noted, % is set by controls: 0 for no effect and ±100 for the full control effect. Not all compounds are listed (hit frequency here may not be typical).

Field names: A = SNCA expr inh; B = GPT2 inhibitor; C = SNCA viab count; D = HEK cytotox; E = FLuc inh; F = 3T3 cytotox; G = IP6K1 inhibitor
1	CNC(C)c1ccco1 (stereo not given)
  A: 23%[87.6 µM] | B: 4%[88.5 µM] | C: -2%[87.6 µM] | D: i | E: · | F: 2%[230 µM] | G: 3
2	CCOc1ccccc1C1NC(=O)N(CC(=O)Nc2ccccc2OC)C2=C1C(=O)OC2 (stereo not given)
  A: -7% | B: 5% | C: 3% | D: -13% | E: -14% | F: ? | G: -10
3	O=C(NCCc1ccc(Cl)cc1)c1cc(-c2cccc(C(F)(F)F)c2)c2nncn2n1
  A: -20%&-15% | B: -6%&2% | C: -18%&3% | D: ? | E: · | F: ? | G: -4&1
4	Cn1nccc1CN1CCC2(CN[S+](=O)([O-])c3ccccc3N2)C1 (stereo not given)
  A: 12% | B: i | C: 7% | D: -1% | E: 5% | F: -17% | G: -4
5	COc1ccccc1N1CCC(N2CCN(CCCc3ccccc3)C(CCO)C2)CC1 (stereo not given)
  A: -10% | B: i | C: -13% | D: ? | E: 2% | F: ? | G: -2
6	O=C(O)c1ccccc1-c1cn(Cc2nnc3ccccn23)nn1
  A: -7% | B: i | C: -5% | D: 0% | E: 11% | F: i | G: 3
7	Cc1cccc(C(=O)N2C(C(=O)NCC(C)C)COC23CCN(C(=O)c2ccc(F)cc2)CC3)c1 (stereo not given)
  A: 5% | B: i | C: -18% | D: i | E: 6% | F: ? | G: -8
8	Cc1ccc(NC(=O)C2CCCN(S(=O)(=O)c3cccc4cccnc34)C2)cc1Cl (stereo not given)
  A: 49%[activator] | B: · | C: -20% | D: · | E: · | F: · | G: -3
9	C[S+](=O)([O-])N1Cc2ccccc2CC2(CCCN(Cc3ccncc3)C2)C1 (stereo not given)
  A: -4% | B: i | C: 4% | D: -12% | E: · | F: -8% | G: 1
10	CC(C)NC(=O)CCN1C(=O)c2ccccc2Sc2ncccc21
  A: -19% | B: · | C: -1% | D: · | E: · | F: · | G: 13
11	CN1CCN(C2(CNC(=O)COc3ccc(C(C)(C)C)cc3)CCCCC2)CC1
  A: 13% | B: · | C: -2% | D: · | E: · | F: · | G: 26
12	CCc1ccccc1N1C(=O)N(CC(=O)c2ccc(OC)cc2)c2ccccc2S1(=O)=O
  A: 8% | B: · | C: -3% | D: · | E: · | F: · | G: 2
13	Cc1ccc(NC(=O)Cn2cnc3onc(-c4ccc(F)cc4)c3c2=O)c(Cl)c1
  A: -5% | B: · | C: -11% | D: · | E: · | F: · | G: 23
14	O=C1NC2(CCN([S+](=O)([O-])c3cccs3)C2)Oc2ccccc21 (stereo not given)
  A: -25% | B: -3% | C: 1% | D: -23% | E: 2% | F: -20% | G: 24
15	COc1ccc(Nc2ccnc(N3CCCC(C(=O)NCCCc4ccccc4)C3)n2)cc1 (stereo not given)
  A: -1% | B: -8% | C: -13% | D: 22µM* | E: · | F: ? | G: 0
16	Cn1nc(C(=O)N2CC[C@H]3C(=O)NCCCCCCN(Cc4ccncc4)[C@@H]3C2)c2ccccc21
  A: 28% | B: i | C: -14% | D: ? | E: 0% | F: -26% | G: 30
17	CC(C)(C)C(=O)N1CCC2(CC1)CC(c1ccccc1)C(=O)N(C1CC1)C2 (stereo not given)
  A: 4% | B: -9%[11.5 µM] | C: -3% | D: -7% | E: 1% | F: -2% | G: 28
18	COc1cccc(C(=O)N2CCN(C(=O)c3nc4cccnc4n(Cc4ccccc4)c3=O)CC2)c1
  A: -22% | B: i | C: 12% | D: -17% | E: · | F: -27% | G: 3
19	CN(C)C(=O)c1cc(C(C)(C)C)nc2c1cnn2C
  A: 20%[87.6 µM] | B: 2%[88.5 µM] | C: -5%[87.6 µM] | D: -12%[172 µM] | E: · | F: -22%[138 µM] | G: 4
20	COc1ccc(-n2nc(C3CCN(Cc4ccc(C#N)cc4)CC3)[nH]c2=O)cc1
  A: 6% | B: 1% | C: -28% | D: 22µM* | E: 1% | F: -28% | G: -1

Reformatted screen by screen: part of the list above
14) O=C1NC2(CCN([S+](=O)([O-])c3cccs3)C2)Oc2ccccc21 (stereo not given)
11) CN1CCN(C2(CNC(=O)COc3ccc(C(C)(C)C)cc3)CCCCC2)CC1
13) Cc1ccc(NC(=O)Cn2cnc3onc(-c4ccc(F)cc4)c3c2=O)c(Cl)c1
20) COc1ccc(-n2nc(C3CCN(Cc4ccc(C#N)cc4)CC3)[nH]c2=O)cc1
16) Cn1nc(C(=O)N2CC[C@H]3C(=O)NCCCCCCN(Cc4ccncc4)[C@@H]3C2)c2ccccc21
18) COc1cccc(C(=O)N2CCN(C(=O)c3nc4cccnc4n(Cc4ccccc4)c3=O)CC2)c1
screen / no.	14	11	13	20	16	18
SNCA expr inh	-25%	13%	-5%	6%	28%	-22%
GPT2 inhibitor	-3%	·	·	1%	i	i
SNCA viab count	1%	-2%	-11%	-28%	-14%	12%
HEK cytotox	-23%	·	·	22µM*	?	-17%
FLuc inh	2%	·	·	1%	0%	·
3T3 cytotox	-20%	·	·	-28%	-26%	-27%
IP6K1 inhibitor	24	26	23	-1	30	3

Following part
Field names: A = SNCA expr inh; B = GPT2 inhibitor; C = SNCA viab count; D = HEK cytotox; E = FLuc inh; F = 3T3 cytotox; G = IP6K1 inhibitor
21	COc1c(F)cc(CN(CCO)Cc2ccc(SC)cc2)cc1Cl
  A: 0% | B: -9% | C: -9% | D: ? | E: 11% | F: -28% | G: -6
22	CCc1ccc(NC(=O)c2cnn(-c3c(C)cccc3C)c2C2CCN(C(=O)OC(C)(C)C)CC2)cc1
  A: 9% | B: · | C: 1% | D: · | E: · | F: · | G: 4
23	COc1cc(O)cc(C)c1C(=O)O[C@H]1[C@@H](O)[C@@H](n2ccc(=O)[nH]c2=O)O[C@@H]1CO
  A: · | B: i | C: 4%[23.9 µM] | D: · | E: · | F: · | G: 0
24	CCOc1ccccc1C(=O)N1C[C@@H](CO)[C@@H]2Oc3ccc(Cl)cc3[C@@H]21
  A: · | B: · | C: · | D: ? | E: · | F: ? | G: 10
25	CS(=O)(=O)N1CCC(Oc2ccccc2-c2nc(C3CC3)no2)C1 (stereo not given)
  A: -7% | B: -1% | C: -9% | D: ? | E: 1% | F: -27% | G: 25
26	O=C(c1nnc(CN2CCN(c3ccccn3)CC2)n1-c1ccccc1)N1CCC[C@@H]1c1nc2ccccc2[nH]1
  A: 0% | B: i | C: -2% | D: ? | E: -19% | F: -38% | G: -1
27	CCOc1ccccc1CNCc1c(C(=O)O)n(Cc2ccccc2)c2cc(OC)ccc12
  A: 32%[activator] | B: · | C: 4% | D: · | E: · | F: · | G: 3
28	Cc1ccc(NC(=O)N2CC(C(=O)N(C)C)C3(CCOCC3)C2)c(Cl)c1 (stereo not given)
  A: 5% | B: i | C: -19% | D: 3% | E: -10% | F: -5% | G: 27
29	CCN(C(=O)c1cc2c(=O)oc3ccccc3c2s1)c1cccc(C(F)(F)F)c1
  A: 8% | B: · | C: ? | D: · | E: · | F: · | G: -1
30	OC[C@H]1O[C@@H](OC[C@H]2O[C@@H](OCc3ccccc3)[C@H](O)[C@@H](O)[C@@H]2O)[C@H](O)[C@@H](O)[C@@H]1O
  A: · | B: i | C: -19%[23.9 µM] | D: · | E: · | F: · | G: -4
31	O=S(=O)(c1ccccc1)c1nnn2c1nc(NCc1ccc(Cl)cc1)c1sccc12
  A: -1% | B: · | C: 10% | D: · | E: · | F: · | G: -13
32	CC1=C[C@@H](CNC(=O)c2ccccn2)[C@H](C(C)C)C[C@H]1Cc1nnc(-c2ccncc2)o1
  A: -26%[87.6 µM] | B: -4%[88.5 µM] | C: -28%[87.6 µM] | D: 22µM* | E: 1%[172 µM] | F: ? | G: -11
33	Cc1cccc(C)c1NC(=O)Cn1ccn2nc3c(c2c1=O)CCCCC3
  A: ? | B: ? | C: -6% | D: ? | E: -8% | F: -6% | G: 12
34	Cc1ccc(C(=O)N2CC3(C2)C(=O)Nc2ccccc23)cc1
  A: 2%[87.6 µM] | B: -4%[88.5 µM] | C: 4%[87.6 µM] | D: i | E: · | F: 1%[138 µM] | G: -2
35	COc1ccc(-c2cn3cc(C(=O)NCCO)nc3c(=O)n2CC2CC2)c(F)c1
  A: -21% | B: -1% | C: 2% | D: ? | E: 4% | F: -14% | G: -17
36	Cc1noc2ncnc(N3CCC4(CC3)CC(c3ccccc3)CN(C)C4)c12 (stereo not given)
  A: -11% | B: 2% | C: -22% | D: ? | E: 0% | F: ? | G: 1
37	CCc1nn(CC(=O)Nc2cccc(C(C)=O)c2)c(=O)c2cc3sccc3n12
  A: -2% | B: · | C: -6% | D: · | E: · | F: · | G: -4
38	COc1cccc(S(=O)(=O)N2CCCC(Cc3nncn3CC3CC3)C2)c1 (stereo not given)
  A: -5% | B: i | C: -14% | D: i | E: 0% | F: -3% | G: 1
39	O=C(NCC1CCCCC1)C1CCN(c2nccc(Nc3ccccc3Cl)n2)CC1
  A: ? | B: i | C: -11%[12.5 µM] | D: 35µM* | E: · | F: 32µM* | G: 6
40	COc1ccc(-c2cc(C(=O)Oc3ccc(Br)cc3)c3ccccc3n2)cc1
  A: 5% | B: · | C: 8% | D: · | E: · | F: · | G: -6
41	CN(Cc1ccccc1)Cc1nnc(C(=O)N2CCC[C@@H]2c2cccc(F)c2)n1-c1ccccc1
  A: -16% | B: -2% | C: -15% | D: ? | E: 4% | F: ? | G: 1
42	CC(O)CO[C@@H]1O[C@H](CO)[C@@H](O)[C@H](O)[C@H]1O (stereo not given in full)
  A: · | B: i | C: -8% | D: · | E: · | F: · | G: -2
43	CCc1noc(-c2cccn3c(CNC(=O)CCc4cccc(OC)c4)nnc23)n1
  A: -4% | B: 2% | C: -1% | D: 0% | E: -1% | F: -8% | G: 21
44	Cc1ccc(Nc2ccnc(N3CCCC3C(=O)NCC3CC3)n2)cc1 (stereo not given)
  A: 8% | B: i | C: ? | D: 35µM* | E: · | F: -8% | G: -2
45	Cc1cc(=O)[nH]c(NCCNC(=O)c2cccc(CCC(C)(C)O)c2)n1
  A: 4% | B: i | C: 15% | D: -2% | E: 0% | F: 4% | G: 24
46	Cc1ccc(-n2c(C3CCN(C(=O)c4ccc(OC(F)(F)F)cc4)CC3)n[nH]c2=O)cc1
  A: -2% | B: i | C: 6% | D: -13% | E: 5% | F: ? | G: -6
